# CHRM5 PAM: positive allosteric modulators of human muscarinic M5 receptor | P08912 | 360,000 tested, 0.3% active | CHO-K1 hM5, Fluo-8 calcium, ACh EC20 PAM; 0% = ACh EC20, 100% = ACh EC100 | AID 624038 | activation, % at 3 µM;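 active = activation above the run cutoff, the mean activation of all test compounds plus 3 SD, cut at about 18% in these data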
# Target sequence (P08912 whole entry, looked up): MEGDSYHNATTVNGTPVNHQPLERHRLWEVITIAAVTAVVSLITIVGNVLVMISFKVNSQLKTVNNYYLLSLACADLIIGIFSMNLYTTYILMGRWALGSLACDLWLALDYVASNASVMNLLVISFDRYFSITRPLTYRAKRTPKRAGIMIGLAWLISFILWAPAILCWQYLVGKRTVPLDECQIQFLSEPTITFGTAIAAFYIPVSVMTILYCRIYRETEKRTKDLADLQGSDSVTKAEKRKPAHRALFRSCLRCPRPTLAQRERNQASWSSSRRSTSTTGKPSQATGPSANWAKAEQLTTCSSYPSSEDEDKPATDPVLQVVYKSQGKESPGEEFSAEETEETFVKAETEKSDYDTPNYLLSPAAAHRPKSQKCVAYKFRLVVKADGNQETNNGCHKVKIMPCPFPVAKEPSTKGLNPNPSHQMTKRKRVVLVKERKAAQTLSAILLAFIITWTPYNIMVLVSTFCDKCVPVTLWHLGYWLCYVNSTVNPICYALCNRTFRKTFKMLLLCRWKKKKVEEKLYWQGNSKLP
#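 Measured by: Fluo-8 calcium fluorescence; material: human M5 receptor in CHO-K1 cells; schedule: Post-acetylcholine fluorescence recording 140 s; benchmarks: low control EC20 acetylcholine (0%), high control EC100 acetylcholine (100%); read-out: Max/basal fluorescence ratio as % of EC20–EC100 ACh window; compound: single dose, 3 µM nominal final test concentration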
# CHRM4 antagonist: antagonists of human muscarinic M4 receptor (CHRM4); P08173; CHO-hM4 cells, ACh EC80, Fluo-8 calcium fluorescence; inhibition, % at 3 µM; 360,000 tested, 0.73% active;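 active = inhibition above its plate's cutoff, the mean inhibition of sample wells plus 3 SD, cut at about 27% in these data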;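 also: 0% = acetylcholine EC80 with DMSO and 100% = DMSO without agonist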
# Target sequence (P08173 whole entry, looked up): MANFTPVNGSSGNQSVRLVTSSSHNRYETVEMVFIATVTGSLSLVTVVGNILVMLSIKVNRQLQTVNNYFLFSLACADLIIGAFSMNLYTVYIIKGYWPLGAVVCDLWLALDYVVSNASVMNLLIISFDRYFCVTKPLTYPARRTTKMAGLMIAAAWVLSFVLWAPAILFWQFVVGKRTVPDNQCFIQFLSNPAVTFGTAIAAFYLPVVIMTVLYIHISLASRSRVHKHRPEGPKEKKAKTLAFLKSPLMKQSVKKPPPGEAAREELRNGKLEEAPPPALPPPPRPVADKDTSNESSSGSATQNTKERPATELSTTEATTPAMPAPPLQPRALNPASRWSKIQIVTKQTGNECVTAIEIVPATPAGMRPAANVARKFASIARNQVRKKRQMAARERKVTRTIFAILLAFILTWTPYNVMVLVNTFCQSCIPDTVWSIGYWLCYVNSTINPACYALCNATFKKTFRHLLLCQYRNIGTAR
# CRFBP-R2 agonist: CRF-BP/CRF-R2 complex agonism; AID 588473; 350,000 tested, 0.46% active; activation, % at 13.2 µM; HEK293 CRF-R2/CRF-BP, calcium dye fluorescence (FLIPR); percent of saturating CRF peptide response;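 active = activation of at least 50%, plus an integration ratio under a set limit after plate pattern correction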;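 also: plate controls were neutral control wells without compound for no effect and CRF at EC100 for full effect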
# CRFR2-BP antag: antagonists of CRF-binding protein/CRF-R2 receptor complex; HEK293 CRF-R2/CRF-BP, CRF-induced calcium fluorescence; inhibition, % at 11.8 µM; 350,000 tested, 0.59% active;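 active = inhibition of the ligand-induced calcium signal above about 50% at the single tested concentration, limit read from the data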
# CHRM4 agonist: CHRM4 agonism in calcium assay; 360,000 tested, 0.14% active; AID 624127; P08173; CHO-K1 hM4/Gqi5, Fluo-8 calcium fluorescence; vehicle 0%, full acetylcholine response 100%; activation, % at 3 µM;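 active = activation above the run mean over all test wells plus 3 SD, cut at about 32% in these data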;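 also: peak over basal fluorescence ratio per well then scaled between controls; 0% = DMSO wells and 100% = acetylcholine at EC100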
# M5 ag: agonists of human muscarinic M5 receptor (CHRM5) | P08912 | CHO-K1 hM5 cells, Fluo-8 calcium fluorescence; 0% DMSO wells, 100% maximal acetylcholine response | activation, % at 3 µM | 360,000 tested, 0.19% active;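 active = activation above the run's mean over test compounds plus 3 SD, cut at about 23% in these data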;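 also: signal is peak over basal fluorescence ratio across the kinetic read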
# IDE inh: inhibits human insulin-degrading enzyme in HEK cells; FAbetaB cleavage, fluorescence polarization; 320,000 tested, 0.41% active; P14735; inhibition, % at 5.59 µM;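 active = percent inhibition above the average of all tested compounds plus 3 SD, set per screening campaign, cut at about 16% in these data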;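 also: IDE supplied by intact live HEK cells; FP after avidin binding of uncleaved biotin substrate so inhibition keeps polarization high; 0% = DMSO wells and 100% = 60 µM reference IDE inhibitor Ii1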
# CHRM4 PAM: CHRM4 positive allosteric modulation; CHO-K1 hM4/Gqi5, Fluo-8 calcium fluorescence, ACh EC20; 0% = ACh EC20, 100% = maximal ACh; activation, % at 3 µM; 360,000 tested, 0.4% active; AID 624126;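 active = activation above its plate's cutoff, the mean activation of sample wells plus 3 SD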; also: some results filed as inactive read as strong as hits
# M5 antag: blocks acetylcholine activation of human M5 receptor | P08912 | CHO-hM5 cells, Fluo-8 calcium fluorescence, ACh EC80 | inhibition, % at 3 µM | 360,000 tested, 0.59% active | AID 624040;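 active = inhibition above a per-plate cutoff, the mean of that plate's test compounds plus 3 SD, cut at about 27% in these data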;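 also: 0% = acetylcholine EC80 with DMSO and 100% = DMSO without agonist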
# Starred values were filed as active, the others as inactive; nt = not tested or not shown.
canonical_smiles	CHRM5 PAM	CHRM4 antagonist	CRFBP-R2 agonist	CRFR2-BP antag	CHRM4 agonist	M5 ag	IDE inh	CHRM4 PAM	M5 antag
CCOc1ccc(-n2c(C)cc(/C=N/NC(=O)C(N)=O)c2C)cc1	8	-8	-1.0	3	0	-5	-1	-4	5
CCSc1nnc(NC(=O)c2ccccn2)s1	0	-14	-0.5	0	2	2	0	11	19
Cc1ccc(S(=O)(=O)NC(=O)C2(C)CCN2C(=O)c2ccccc2)nc1 (configuration not stated)	-3	8	nt	nt	0	1	nt	-3	22
CC1CCCCN1C(=O)c1ccc(C(=O)c2ccccc2)cc1 (configuration not stated)	-4	7	0.3	2	7	3	1	-4	10
Cc1csc(=O)n1CCC(=O)OC(C)C(=O)Nc1ccc(N2CCOCC2)cc1 (configuration not stated)	6	-2	1.0	-8	0	1	-3	2	-4
COc1ccc(CC(=O)NCC2(N3CCCCC3)CCCCC2)cc1	5	2	0.9	25	1	-1	1	-2	4
O=C(COc1ccc(-n2cnnn2)cc1)Nc1ccc(F)c(F)c1	0	-7	-4.3	7	5	5	8	-1	1
CN(CC(=O)NCc1ccc(Cl)cc1)S(=O)(=O)c1cccc2cccnc12	-8	2	0.8	-2	5	1	-1	-3	2
Nc1cc(-c2ccc(OC(F)(F)F)cc2)nn1-c1ccc(Cl)c(Cl)c1	7	-2	4.7	10	1	-4	-6	-2	-11
N#C/C(=N\Nc1ccc(Cl)cc1)C(=O)c1ccccc1	-11	5	44	83*	8	8	3	-8	23
O=C(C[C@H]1C[C@H](C(=O)N2CCOCC2)[C@@]2(CCC3CCCC3)c3[nH]c4cc(-c5ccco5)ccc4c3CCN2C1=O)NCCCn1ccnc1	-1	0	-1.2	-5	0	-1	nt	-1	5
CC(C)N(Cc1ccccc1)C(=O)CN1C(=O)NC2(CCCc3ccccc32)C1=O (configuration not stated)	3	-16	0.7	17	6	-2	0	3	-4
COc1ccc(C2C3=C(CCCC3=O)Nc3nc(SCc4ccccc4)nn32)cc1OC (configuration not stated)	-9	0	0.6	16	1	-3	2	2	8
O=C(NCCc1ccccc1)C1CCC(=O)N1C1CCCC1 (configuration not stated)	-4	-4	0.0	-6	1	-3	0	5	11
COc1cccc(NC(=O)C2(S(=O)(=O)c3ccc(Cl)cc3)CC2)c1	-1	-12	-1.7	0	0	2	-1	-1	5
CC(c1ccccc1)N1CCn2c(nc3cc(NC(=O)c4cccs4)ccc32)C1 (configuration not stated)	-1	-10	2.2	-11	4	1	4	-3	-9
O=C1CSC(=Nc2cccc(Cl)c2Cl)N1	5	-3	-0.5	13	-1	-2	-1	9	1
CCOC(=O)c1c(C)[nH]c(C(=O)COC(=O)CNC(=O)C2CCCCC2)c1C	13	-5	-1.8	7	0	-3	5	8	-2
CCOC(=O)c1cc(-c2ccccc2)sc1NC(=O)CC	-2	-26	7.0	4	-1	-7	0	8	-3
CCC(C)NC(=O)C1CCN(S(=O)(=O)c2cc([N+](=O)[O-])ccc2Cl)CC1 (configuration not stated)	-7	-8	2.5	2	2	0	2	-7	10
CN1CCN(C(=O)CCCOc2cc(=O)n(C)c3ccccc23)CC1	8	-9	5.2	0	0	-8	-2	-4	-9
CCOc1cccc(C(=O)Nc2ccc(NC(=O)c3cc4ccccc4o3)c(OC)c2)c1	-1	13	-0.5	-1	0	6	6	-4	8
CCCCNC(=O)C1(C)CCN1C(=O)c1cc(-c2ccccc2)cs1 (configuration not stated)	0	-1	nt	nt	4	2	nt	6	5
COC/C=C/C1=CC2=CC(=O)C(C)(OC(=O)c3cnc4ccccc4n3)C(=O)C2=CN1CCCCO (configuration not stated)	2	-3	6.0	19	1	3	7	9	2
OC(Cn1cncn1)(Cn1cncn1)c1ccc(F)cc1F	0	2	-2.2	12	1	1	2	0	-2

# Given field by field: 3 of the compounds above
> COC/C=C/C1=CC2=CC(=O)C(C)(OC(=O)c3cnc4ccccc4n3)C(=O)C2=CN1CCCCO (configuration not stated)
- CHRM5 PAM = 2
- CHRM4 antagonist = -3
- CRFBP-R2 agonist = 6.0
- CRFR2-BP antag = 19
- CHRM4 agonist = 1
- M5 ag = 3
- IDE inh = 7
- CHRM4 PAM = 9
- M5 antag = 2
> COc1ccc(CC(=O)NCC2(N3CCCCC3)CCCCC2)cc1
- CHRM5 PAM = 5
- CHRM4 antagonist = 2
- CRFBP-R2 agonist = 0.9
- CRFR2-BP antag = 25
- CHRM4 agonist = 1
- M5 ag = -1
- IDE inh = 1
- CHRM4 PAM = -2
- M5 antag = 4
> CC(c1ccccc1)N1CCn2c(nc3cc(NC(=O)c4cccs4)ccc32)C1 (configuration not stated)
- CHRM5 PAM = -1
- CHRM4 antagonist = -10
- CRFBP-R2 agonist = 2.2
- CRFR2-BP antag = -11
- CHRM4 agonist = 4
- M5 ag = 1
- IDE inh = 4
- CHRM4 PAM = -3
- M5 antag = -9

# (more compounds)
canonical_smiles	CHRM5 PAM	CHRM4 antagonist	CRFBP-R2 agonist	CRFR2-BP antag	CHRM4 agonist	M5 ag	IDE inh	CHRM4 PAM	M5 antag
CCCS(=O)(=O)NC(=O)C1(C)CCCN(C(=O)c2ccc(OC)cc2OC)C1 (configuration not stated)	-4	-3	nt	nt	-1	0	nt	6	4
Fc1ccc(NC(=S)Nc2cccc(Cl)c2)cc1	-4	0	0.8	27	3	3	5	6	9
CCOC(=O)[C@H]1[C@H]2COc3ccccc3[C@@H]2N2C(=O)c3cc(F)ccc3NC(=O)[C@@]12C	-14	12	-1.4	-4	-1	-9	3	-13	17
Cc1ccc(CN2C3CCCC2CC(NC(=O)c2ccc(C)cc2)C3)cc1 (configuration not stated)	-1	-11	-0.2	6	1	-16	1	-10	8
CCCCCCC1CC(CSc2ncn[nH]2)OC1=O (configuration not stated)	-2	-1	0.3	12	1	-3	0	4	-10
CC(=O)c1c(O)ccc2c(-c3ccccc3)cc(=O)oc12	-7	0	-0.2	7	0	0	1	9	6
CN(C(=O)c1cccc(NC(=O)Cc2ccc(NC(=O)C3CCCN(C(=O)C4CCCC4)C3)cc2)c1)C1CC1 (configuration not stated)	-7	-8	1.0	19	0	-1	nt	6	7
COc1ccc(NC2=CC(=S)NC(C)(C)C2)cc1	3	15	1.6	-11	4	-6	-8	-2	9
CN1N=C(C(=O)Nc2ccc3c(c2)CCC3)CCC1=O	4	-3	0.7	-6	1	2	-2	-1	2
Cc1ccc2nc(-c3ccccc3)c(CN3CCOCC3)n2c1	3	0	-0.2	4	0	1	1	-8	10
O=C(CCCCCN1C(=O)c2cccc3cccc(c23)C1=O)NCc1cccnc1	1	14	0.2	8	0	2	-13	-8	0
Cc1ccccc1Cn1c(=O)n(Cc2ccco2)c(=O)c2ccccc21	-7	-5	-1.0	18	-1	-7	1	-3	4
O=C(COC(=O)/C=C/c1ccc(S(=O)(=O)N2CCc3ccccc32)cc1)NC1CCS(=O)(=O)C1 (configuration not stated)	0	7	-0.9	-10	2	-2	0	-9	-3
CCCN1CCN(CCCNC(=O)CCn2nc(-c3ccccc3)ccc2=O)CC1	0	3	-1.5	4	0	2	-4	3	-4
COc1ccc(NC(=O)C2CC2)cc1S(=O)(=O)N1CCOCC1	1	-2	-0.2	3	2	4	0	2	-1
CCOC(=O)C1CN(S(=O)(=O)c2ccc(F)cc2)C1	-5	2	-1.3	22	0	-4	-2	4	2
Cc1cc(/C=N/Nc2ncnc(N)c2[N+](=O)[O-])c(C)n1-c1ccccc1	-14	-5	-1.0	-45	6	20	-1	-2	10
Cc1cccc(C(=O)NC(=S)N(C)C2CCCCC2)c1	1	0	-1.4	7	-1	-6	5	-3	5
Cc1nc2ccc(F)cc2cc1C(=O)NC(C)C	-13	15	0.9	-2	14	4	3	-8	17
COC(=O)C1N2C(=O)[C@@H](NC(=O)COc3ccccc3)[C@H]2SC1(C)C (some centres not stated)	1	2	2.9	11	2	1	-1	3	10
CCOC(=O)c1nn(-c2ccc(Cl)cc2)c2nc(Nc3ccccc3)cc(=O)n12	-3	2	-2.7	13	0	0	5	5	4
CCN(CC)S(=O)(=O)c1cc(OC)c(Cl)cc1Cl	1	-13	-0.9	7	2	-2	-4	6	3
CC(=O)c1c(C)[nH]c(C(=O)CSc2nnc(C)s2)c1C	-3	-3	-0.1	10	3	3	-2	-2	4
O=C(c1ccc2c(c1)OCO2)N(Cc1ccco1)C1(C(=O)NC2CCCCC2)CCCCC1	-1	-2	0.0	0	3	4	-2	-2	1
Cc1ccc(-c2cc(NC(=O)c3ccccc3[N+](=O)[O-])n[nH]2)cc1	-10	-23	1.8	-1	11	2	4	1	-7

# The list goes on (3 carried over from the part before).
canonical_smiles	CHRM5 PAM	CHRM4 antagonist	CRFBP-R2 agonist	CRFR2-BP antag	CHRM4 agonist	M5 ag	IDE inh	CHRM4 PAM	M5 antag
CC(=O)c1c(C)[nH]c(C(=O)CSc2nnc(C)s2)c1C	-3	-3	-0.1	10	3	3	-2	-2	4
O=C(c1ccc2c(c1)OCO2)N(Cc1ccco1)C1(C(=O)NC2CCCCC2)CCCCC1	-1	-2	0.0	0	3	4	-2	-2	1
Cc1ccc(-c2cc(NC(=O)c3ccccc3[N+](=O)[O-])n[nH]2)cc1	-10	-23	1.8	-1	11	2	4	1	-7
COc1cccc(-c2nnc3sc(-c4ccccn4)nn23)c1	1	-5	-0.4	-9	2	-2	-2	12	3
CCOC(=O)c1c(-c2ccccc2)oc2ccc(OCC(O)CNCCN(C)C)cc12 (configuration not stated)	-5	12	2.0	-1	3	-7	0	-1	12
O=C(O)COc1ccc(NC(=O)c2ccc3c(c2)C(=O)N(C2CCCCC2)C3=O)cc1	-5	-10	-1.9	8	0	-2	1	4	3
CCCC1CC(C(=O)Nc2ccccc2)C(=O)O1 (configuration not stated)	11	6	-1.4	-16	-1	3	1	-7	-1
CC1CCCN(C2(O)C(=O)Nc3c(C(F)(F)F)cccc32)C1 (configuration not stated)	-1	-3	0.9	-13	1	1	4	-2	-10
O=C(/C=C/c1cn(CC(O)CN2CCCCC2)c2ccccc12)c1ccccc1 (configuration not stated)	4	0	7.8	-18	6	-3	nt	-17	7
Cc1noc(C)c1-c1ccc2nc[nH]c(=O)c2c1	-3	3	-0.3	0	0	2	2	2	3
COc1ccc(CCC(=O)N2CCN(c3ccc([N+](=O)[O-])cc3)CC2)cc1OC	-7	-10	-1.6	38	1	-1	-5	4	8
COc1ccc(-n2c(CN3CCN(c4ccccc4OC)CC3)nc3ccc([N+](=O)[O-])cc3c2=O)c(OC)c1	2	1	-2.4	15	3	-1	nt	-5	-6
COc1ccc(CCN2CC(C(=O)NCCc3ccc(C(F)(F)F)cc3)CCC2=O)cc1 (configuration not stated)	4	-11	1.9	4	5	-4	-4	1	-3
CC(=O)c1ccc(N2CCN(C(=O)c3cc(-c4cccnc4)nc4ccc(Br)cc34)CC2)cc1	-7	1	14	-32	12	7	4	-3	3
C/C(=N\Nc1cccc(C(=O)O)c1)c1cc2ccccc2o1	2	2	0.8	-1	2	-2	-1	4	6
COC(=O)/N=C(/Cc1ccc(OC)cc1)c1ccc(OC)cc1	-2	-4	-0.2	10	-1	-6	6	-8	2

# Screens as filed in PubChem.
